Bioassay records (PubChem BioAssay)
C8 TRAIL sens – viability loss with TRAIL in NB7+C8 cells, primary screen, TRAIL sensitizer project, cell-based, ATPlite luminescence. inhibition (viability loss, TRAIL sensitization), % at 10 µM. hit rate 1% among 360,000;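 active = compounds causing at least 50% loss of cell viability in the single-dose screen, relative to plate controls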
NR5A2 inv ag – LRH-1 (NR5A2) inverse agonists, primary screen, cell-based, luminescence, HEK293T, StAR-luciferase reporter; Nuclear receptor subfamily 5 group A member 2 (Homo sapiens), O00482; LRH-1 transfected, 24 h; inhibition, % at 3.6 µM; hit rate 0.13% among 360,000;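 active = inhibition above the mean inhibition of all tested compounds plus 3 SD, cut at about 73% in these data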;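 also: 0% = DMSO wells and 100% = reporter-only cells lacking LRH-1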
SRC3 inh – SRC3 coactivator transcriptional activity inhibitors, primary screen, cell-based, luminescence; HEK293 GAL4-SRC3 luciferase reporter; AID 588352, 2011; hit rate 0.17% among 360,000; inhibition, % at 3.6 µM;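 active = inhibition above a per-campaign cutoff, the mean of all compounds plus 3 SD, cut at about 60% in these data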;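 also: 0% = DMSO-treated cells and 100% = gossypol-treated cells at 36 µM; higher means less SRC3-driven luciferase light from the GAL4 reporter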
Target sequence (Q9Y6Q9 whole entry, looked up, the tested form may be a part): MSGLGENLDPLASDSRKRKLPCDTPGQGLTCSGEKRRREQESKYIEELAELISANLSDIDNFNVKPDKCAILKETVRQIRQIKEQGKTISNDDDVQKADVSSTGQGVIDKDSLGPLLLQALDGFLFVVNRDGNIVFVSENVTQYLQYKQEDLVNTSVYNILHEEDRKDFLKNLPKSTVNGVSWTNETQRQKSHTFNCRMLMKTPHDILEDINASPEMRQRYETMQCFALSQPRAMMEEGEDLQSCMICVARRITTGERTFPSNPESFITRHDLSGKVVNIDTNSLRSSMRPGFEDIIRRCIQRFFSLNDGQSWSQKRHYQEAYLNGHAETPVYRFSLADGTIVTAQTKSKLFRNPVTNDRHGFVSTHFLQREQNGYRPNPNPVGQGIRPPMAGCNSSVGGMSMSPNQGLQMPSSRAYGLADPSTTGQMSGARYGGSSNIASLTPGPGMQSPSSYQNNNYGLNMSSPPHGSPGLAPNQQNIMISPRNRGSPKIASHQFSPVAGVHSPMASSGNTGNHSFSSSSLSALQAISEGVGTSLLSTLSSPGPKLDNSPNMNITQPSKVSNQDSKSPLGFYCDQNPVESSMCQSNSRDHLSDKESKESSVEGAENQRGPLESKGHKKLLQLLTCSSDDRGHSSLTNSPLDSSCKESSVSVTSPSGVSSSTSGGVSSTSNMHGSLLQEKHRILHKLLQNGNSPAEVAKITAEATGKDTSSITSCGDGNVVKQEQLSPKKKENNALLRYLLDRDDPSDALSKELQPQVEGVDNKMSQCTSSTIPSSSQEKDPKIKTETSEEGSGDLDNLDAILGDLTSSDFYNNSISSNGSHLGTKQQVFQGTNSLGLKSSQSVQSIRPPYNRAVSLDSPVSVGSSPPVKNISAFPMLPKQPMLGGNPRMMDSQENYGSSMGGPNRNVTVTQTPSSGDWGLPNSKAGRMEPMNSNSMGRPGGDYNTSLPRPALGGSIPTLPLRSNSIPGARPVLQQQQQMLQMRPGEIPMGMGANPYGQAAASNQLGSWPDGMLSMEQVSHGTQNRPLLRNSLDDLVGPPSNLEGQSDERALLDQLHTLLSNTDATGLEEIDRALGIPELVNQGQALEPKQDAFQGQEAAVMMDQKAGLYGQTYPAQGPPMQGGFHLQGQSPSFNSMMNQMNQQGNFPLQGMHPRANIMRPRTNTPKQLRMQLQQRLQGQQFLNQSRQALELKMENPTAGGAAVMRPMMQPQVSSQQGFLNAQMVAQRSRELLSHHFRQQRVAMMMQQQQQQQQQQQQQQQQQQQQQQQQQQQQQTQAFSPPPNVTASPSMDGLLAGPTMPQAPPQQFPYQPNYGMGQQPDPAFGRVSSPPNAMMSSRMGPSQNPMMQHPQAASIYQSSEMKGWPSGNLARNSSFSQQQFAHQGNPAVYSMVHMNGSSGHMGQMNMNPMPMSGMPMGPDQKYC
TROY NFkB inh – inhibitors of TROY-driven NF-kB signaling, primary screen, Q293 LMP1-TROYcd cells, NF-kB luciferase, uHTS; hit rate 0.98% among 360,000; inhibition, % at 10 µM; Q293 LMP1-TROYcd NF-kB luciferase reporter, 4 h;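 active = compounds whose plate-normalised and pattern-corrected inhibition of the luciferase reporter signal at the single screening dose is 50% or more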
NR2F2 inh – NR2F2 transcriptional activity inhibitors, primary screen, cell-based, luciferase reporter, HEK293T, luminescence | inhibition, % at 8.6 µM | hit rate 0.7% among 370,000 | COUP transcription factor 2 (Homo sapiens), P24468 | HEK293T NGFI-A luciferase reporter;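 active = inhibition above a per-plate cutoff, mean inhibition of test wells between control levels plus 3 SD, cut at about 38% in these data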;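 also: cells cotransfected with COUP-TFII expression vector driving the NGFI-A reporter; 0% = median of COUP-TF2 test wells and 100% = reporter-only cells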
LMP1 NFkB inh – EBV LMP1-driven NF-kappaB luciferase reporter inhibitors, primary screen, cell-based, luminescence, single point; LMP1-induced NF-kappaB luciferase reporter cells; inhibition, % at 12.5 µM; hit rate 0.69% among 350,000; AID 504558, 2011; in the data active = inhibition above about 41%;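 also: 0% = neutral control wells and 100% = reference inhibitor control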
NCOA2 inhibitor – inhibition of GAL4-SRC2 driven luciferase reporter, primary screen, SRC2 inhibitor project, cell-based, luminescence; HEK293 GAL4-SRC2 luciferase reporter; inhibition, % at 9 µM; hit rate 0.17% among 370,000; AID 651957, 2012;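 active = inhibition above the mean inhibition of all tested compounds plus 3 SD, set per campaign, cut at about 52% in these data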;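 also: 0% = DMSO treated cells and 100% = cells given Gossypol at 36 µM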
SRC1 inh – SRC1 coactivator transcriptional activity inhibitors, primary screen, cell-based, luminescence | Nuclear receptor coactivator 1 (Homo sapiens), Q15788 | HEK293 GAL4-SRC1 luciferase reporter | inhibition, % at 3.6 µM | hit rate 0.12% among 360,000;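 active = inhibition above the campaign mean plus 3 SD, with each screening campaign given its own cutoff, cut at about 60% in these data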;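 also: 0% = DMSO treated cells and 100% = gossypol at 36 µM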
TWEAK Fn14 block – inhibitors of TWEAK-Fn14 signaling, primary screen, luciferase reporter cells, uHTS; TWEAK-stimulated Fn14 reporter cells, luciferase luminescence, 8 h; hit rate 2% among 360,000; inhibition, % at 10 µM; in the data active = inhibition above about 50%
TLR9-MyD88 block – inhibitors of TLR9-MyD88 association in cells, primary screen, cell-based, CHO, BLA complementation, fluorescence; Toll-like receptor 9 (Homo sapiens) + Myeloid differentiation primary response protein …; CCF4 FRET ratio; inhibition, % at 4.98 µM; hit rate 0.21% among 340,000;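 active = inhibition above the mean over all tested compounds plus 3 SD, cut at about 21% in these data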;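 also: 0% = DMSO only wells and 100% = clavulanate BLA inhibitor control wells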
NOD2 RIPK2 PPI – NOD2-RIPK2 binding disruptors in cells, primary screen, fluorescence, CHO cells, BLA complementation; hit rate 0.38% among 360,000; AID 624267, 2012; inhibition, % at 4.98 µM; CCF4 ratio; Receptor-interacting serine/threonine-protein kinase 2 (Homo sapiens), O43353; in the data active = inhibition above about 21%;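 also: 0% = vehicle only and 100% = reference blocker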
* marks the source's active call; other numbers are inactive results; / = not tested or not shown.

nr	mol	C8 TRAIL sens	NR5A2 inv ag	SRC3 inh	TROY NFkB inh	NR2F2 inh	LMP1 NFkB inh	NCOA2 inhibitor	SRC1 inh	TWEAK Fn14 block	TLR9-MyD88 block	NOD2 RIPK2 PPI
1	COc1ccc(CC2(CO)CCN(Cc3ccc(OC(F)(F)F)cc3)CC2)cc1	12.4	3.4	16.3	24.8	29.6	2.7	-0.8	-3.7	9.0	-3.0	2.0
2	Oc1cccc(C=NNc2ccccn2)c1	-6.6	-34.5	-50.5	0.7	-21.6	0.3	-7.7	-44.4	-10.4	7.0	1.4
3	CCCCNC(=O)CNC(=O)c1cccs1	-3.4	-1.6	6.3	-3.2	1.3	1.7	-21.3	-3.5	-17.4	-5.7	-10.1
4	COc1ccc(OC)c(/C=C/C(=O)Nc2cccc(S(=O)(=O)N3CCCC3)c2)c1	-3.6	9.2	20.8	10.3	10.8	17.5	-19.4	22.8	2.1	8.6	-5.3
5	CC1CCCC(C)N1C(=O)CSc1nnc(NC(=O)Cc2cccs2)s1 (configuration not stated)	-10.7	-1.1	-3.4	0.5	4.6	-1.4	14.2	-4.3	1.0	0.1	-1.2
6	Cc1ccc(N2CC(C(=O)OCC(=O)NNC(=O)c3ccccc3)CC2=O)cc1 (configuration not stated)	10.0	7.8	3.8	-0.6	-0.5	-7.3	-0.4	2.3	-2.2	-9.2	-9.3
7	Clc1ccc2oc(-c3ccccn3)nc2c1	28.4	-95.9	-88.0	-37.4	-58.9	-22.6	-58.7	-118.9	9.5	-0.6	-1.8
8	CCCCCCn1c(COc2ccccc2F)nnc1SCC(=O)N1c2ccccc2NC(=O)C1(C)C	6.8	28.9	13.2	5.8	15.1	-9.1	-7.2	5.9	35.1	7.1	-1.2
9	COC(=O)C1C(=O)OC(C)(C)C1C(C)C(=O)c1ccc(C)cc1C (configuration not stated)	0.6	10.0	0.7	7.6	-10.6	3.2	9.1	6.1	-0.3	-5.7	2.7
10	COc1ccccc1CNC(=O)[C@@H](NC(=O)C1CCN(C(=O)[C@@H]2CCCN2)CC1)C(C)C	-2.9	20.3	6.1	-9.0	5.1	-0.4	10.0	-11.4	2.6	2.1	-13.8
11	O=C(c1cc2c(F)cccc2s1)N1CCCC1	4.8	-33.9	4.0	-24.2	-19.0	4.1	-19.3	9.3	-12.4	8.6	4.3
12	CCSC(SCC)[C@H](O)[C@@H](O)[C@H](O)[C@H](O)CO	-9.3	2.5	-11.7	-11.6	-1.0	-1.8	-1.4	-27.3	-2.4	3.0	-23.3
13	CC(C)(C)NC(=O)NC(=O)COc1ccccc1C#N	34.6	-89.1	-59.9	44.5	-18.1	-24.8	-67.8	-70.8	40.0	0.2	3.9
14	COc1cccc(NC(=O)c2ncn[nH]2)c1	2.6	-16.8	7.2	-11.0	-3.5	-1.3	-16.8	5.2	-7.8	10.7	3.8
15	COc1cccc(-n2c(SCC(=O)Nc3cc(C)on3)nc3c([nH]c4ccccc43)c2=O)c1	17.1	-1.8	-1.0	7.4	20.9	1.4	-16.5	-16.2	-10.8	8.8	-4.3
16	N#Cc1c(-c2ccccc2)ccn(Cc2ccc(Cl)cc2)c1=O	2.1	-15.9	5.6	-13.2	-11.7	-6.4	-47.2	1.9	-12.2	-4.5	-4.3
17	COc1ccc(C(=O)NCC(=O)Nc2ccc(-c3ccccc3)cc2)cc1	1.5	16.0	-8.5	-3.5	0.3	4.0	-9.5	-11.3	22.5	-13.3	1.1
18	COc1ccc(CN(Cc2cccn2C)S(=O)(=O)c2ccccc2)cc1	2.2	-24.4	4.1	3.6	0.8	-1.6	11.0	-8.8	-2.4	-14.6	1.0
19	CCOC(=O)C1CCN(S(=O)(=O)c2cc3c4c(c2)C(C)C(=O)N4CCC3)CC1 (configuration not stated)	4.0	-6.3	3.2	-1.3	10.0	7.6	-19.1	-1.4	-3.9	5.1	2.0
20	Cc1cccnc1NC(=O)CCn1c(=O)oc2ccccc21	-8.9	-24.9	-1.0	9.0	-8.0	-0.7	-46.7	-12.6	10.4	5.0	-1.3
21	COC(=O)c1cn(C(=O)c2ccc(OC)c(OC)c2)c2ccccc12	21.7	0.5	-15.5	-7.6	4.4	6.7	13.6	-6.6	9.9	1.5	-8.8
22	COc1ccc(N2CCN(C(=O)CN(c3ccccc3)S(C)(=O)=O)CC2)cc1	6.1	-14.6	-3.0	/	11.4	10.1	1.2	11.3	3.4	-7.8	2.0
23	Cc1ccc2oc(=O)n(CCCOc3ccccc3C)c2c1	-5.4	0.8	0.1	-30.5	-4.3	-6.2	-10.3	18.0	-32.8	2.0	13.4
24	COc1ccc(CC(=O)N2CCN(c3ccc(C4=NNC(=O)CC4C)cc3)CC2)cc1 (configuration not stated)	-29.6	14.7	-13.2	-5.1	-0.4	3.6	-16.0	-11.4	-24.8	3.4	-7.0
25	CC(C)NC(=O)C1c2ccccc2Oc2ccccc21	-4.1	1.0	6.4	-17.9	12.2	3.3	-3.2	0.5	-3.1	3.4	-6.6
26	Nc1ncnc2c1ncn2[C@@H]1O[C@H](C(=O)NS(=O)(=O)c2c(Cl)nc3sccn23)[C@@H](O)[C@H]1O	17.6	10.0	22.5	-4.7	/	/	/	-26.6	-16.0	/	-5.9
27	NC(=O)C1(N2CCCCC2)CCN(C(=O)CSc2nc3ccccc3s2)CC1	-1.7	-0.7	6.0	-2.0	-1.3	5.9	0.6	-6.7	1.7	-10.0	3.3
28	O=C(COC(=O)Cc1ccc(Br)cc1)NCC1CCCO1 (configuration not stated)	9.6	-13.8	4.8	-4.2	22.3	8.1	-18.8	1.9	-3.9	10.8	-6.0
29	CCn1c(CC(=O)Nc2ccc(C)c(Cl)c2)nnc1SCc1ccc(Cl)c(Cl)c1	4.1	-3.2	21.2	-11.9	3.5	-2.0	-9.3	4.6	-13.1	10.0	-7.0
30	Cc1ccc(NS(=O)(=O)c2cc(OCC(N)=O)c(C)cc2Cl)cc1	5.2	8.8	22.9	4.9	10.7	3.0	4.7	-15.4	11.1	4.8	-6.9

Results in LMP1 NFkB inh and C8 TRAIL sens (3 entries from above):
entry	Compound	LMP1 NFkB inh	C8 TRAIL sens
25	CC(C)NC(=O)C1c2ccccc2Oc2ccccc21	3.3	-4.1
26	Nc1ncnc2c1ncn2[C@@H]1O[C@H](C(=O)NS(=O)(=O)c2c(Cl)nc3sccn23)[C@@H](O)[C@H]1O	/	17.6
27	NC(=O)C1(N2CCCCC2)CCN(C(=O)CSc2nc3ccccc3s2)CC1	5.9	-1.7

Next section:
nr	mol	C8 TRAIL sens	NR5A2 inv ag	SRC3 inh	TROY NFkB inh	NR2F2 inh	LMP1 NFkB inh	NCOA2 inhibitor	SRC1 inh	TWEAK Fn14 block	TLR9-MyD88 block	NOD2 RIPK2 PPI
31	COC(=O)CSc1ccccc1C(=O)OC	-4.4	-26.7	-8.4	-12.9	8.0	-6.7	-5.5	-14.7	-1.5	1.6	-5.8
32	C/C=C/C1=CC(=O)C[C@H](c2ccc(Cl)cc2)C1	-10.5	21.7	-0.6	-19.3	-9.5	0.8	-7.9	-12.7	8.1	4.3	-2.6
33	N#C/C(=C\c1cn(Cc2cccc(F)c2)c2ccccc12)C(=O)NCc1ccco1	5.0	-11.2	-17.1	6.4	-2.8	-21.2	-32.3	-6.3	-98.8	6.8	-10.0
34	O=C(Nc1cccc2ccccc12)NC1CC1	1.3	0.7	1.0	3.5	2.8	-3.7	-32.1	10.5	5.6	2.1	4.3
35	O=S(=O)(Nc1nc2ccccc2[nH]1)c1ccc2ccccc2c1	-22.1	10.9	9.1	-7.9	/	1.4	/	-0.9	2.9	-1.8	-7.8
36	O=C(Nc1nc(-c2nc3ccccc3s2)cs1)C1COc2ccccc2O1 (configuration not stated)	10.8	-21.8	-19.0	33.3	-50.3	-18.1	-65.9	-17.5	-34.3	-7.6	3.1
37	O=[N+]([O-])c1ccccc1CNc1ccc(F)c(Cl)c1	2.9	-9.6	-4.6	-30.4	-6.7	-1.3	-13.7	-5.3	-2.2	-11.7	4.0
38	O=P(C1=C(N2CCOCC2)/C(=C\c2ccccc2)CC1)(N1CCOCC1)N1CCOCC1	8.5	12.1	10.7	-1.8	1.7	6.9	-6.0	-6.9	0.6	3.1	-9.4
39	COc1ccc(S(=O)(=O)CCC(=O)NCCc2ccc(S(N)(=O)=O)cc2)cc1	3.0	-13.1	-15.5	5.7	-3.3	-5.7	-16.5	-2.1	14.5	3.6	-3.9
40	CC1=C(C(=O)N2CCCCCC2)CC(CC(=O)NCc2ccco2)C(=O)N1Cc1ccccc1 (configuration not stated)	7.7	1.3	-7.2	17.2	5.8	/	7.8	11.1	12.5	/	-5.0
41	Cc1ccc(O)c(NC(=O)c2ccc3c(c2)C(=O)N(Cc2cccnc2)C3=O)c1	-14.8	-10.3	-38.3	-28.9	-2.8	-6.4	-5.8	-1.0	-0.6	1.9	5.0
42	COCCCNCc1cc(C)n(-c2cc(S(=O)(=O)N3CCOCC3)ccc2N2CCCC2)c1C	-9.0	18.4	-11.4	0.2	-4.6	-4.9	-5.1	-5.0	-3.0	-2.7	9.8

These rows are one share of the data. The share of hits here may be higher or lower than overall.
